S-ASM inh: Inhibitors of Secretory Acid Sphingomyelinase (S-ASM): qHTS; hit rate 0.006% among 340,000; Sphingomyelin phosphodiesterase (Homo sapiens), P17405; Potency, µM (titrated, usually from 57.5 µM), without a hit: at the top dose activity change, negative = inhibition, hits mostly inhibitors; placental ASM, HMU-PC fluorogenic substrate, 60 min; also: potency is read from the fitted curve at half-maximal effect
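qHTS format. ASM enzyme prepared from human placenta hydrolyses the fluorogenic substrate HMU-PC0 (9 uM final) over 60 min at 37 °C after a 10 min compound preincubation.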
B2AR arrestin: qHTS assay of beta-arrestin-biased ligands of beta2-adrenergic receptor. beta-arrestin recruitment to beta2AR, cell-based reporter. Potency, µM (series often up to 46.1 µM), without a hit: at the highest dose activation, most hits filed as activators. hit rate 0.02% among 330,000. AID 492947, 2010;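 also: potency is read from the fitted curve at half-maximal effect; 0% = DMSO controls and full agonism = EC100 isoproterenol or metaproterenol; nearly all actives have a fitted effect of over 65% in size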
Menin MLL FP TR: qHTS Assay for Inhibitors Targeting the Menin-MLL Interaction in MLL Related Leukemias: Competition With Texas Red Labeled MLL-derived Mutant Peptide. O00255. Menin + Texas Red MLL mutant peptide, fluorescence polarization. Potency, µM (top dose mostly 61.6 µM), inactives show at the highest dose FP activity change, negative = inhibition, usual class: inhibitors. hit rate 0.23% among 270,000. AID 1768, 2009; active = well fitted inhibition curve with a large enough effect in the polarisation, with a control signal flat, not every such curve was filed as active; inconclusive = small, poorly fitted or top-dose-only effect, or effect the other way, or a change in a side signal; inactive = no such curve, though single readings can be large or run the other way; the % refers to the polarisation; also: potency is read from the fitted curve at half-maximal effect; % of control where 0% means no effect; many of its hits are not listed in these tables
FBPA coupling cs: qHTS Assay for Inhibitors of Fructose-1,6-bisphosphate Aldolase from Giardia Lamblia: Coupling assay counterscreen | coupling enzyme system counterscreen, AmpLite Red fluorescence | activity change, negative = inhibition, % at 58.2 µM, hits read low | hit rate 0.67% among 290,000; in the data active = activity change below about -30%; also: % is scaled to controls: 0 for no effect and ±100 for the full control effect
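Fluorescence at 525 nm excitation and 598 nm emission measured inhibition of the coupled detection system without aldolase. Compounds (at 57.5 uM final) were preincubated 10 min at room temperature with coupling enzyme reagent before a 20 min substrate/AmpLite Red step.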
Giardia killer: Small Molecules that selectively kill Giardia lamblia: qHTS; hit rate 0.15% among 340,000; AID 540267, 2011; Giardia lamblia trophozoite viability; activity change, % at 7.66 µM, hits read low; in the data active = activity change below about -80%; inconclusive = between about -30% and that limit;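 also: parasites exposed to compound for two days anaerobically before the ATP read; % is scaled to controls: 0 for no effect and ±100 for the full control effect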
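Luminescence from cellular ATP indicates surviving trophozoites (100 cells/well) following 48 hrs anaerobic compound treatment at 37 deg C; signal develops 15-30 min at room temperature.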
BCR signal inh: qHTS Assay to Find Inhibitors of Chronic Active B-Cell Receptor Signaling; ABC-DLBCL IkBa-CBG/CBR reporter, luminescence ratio, 4 h; Potency, µM (series often up to 46.1 µM), inactives show at the top dose ratio change, negative = lower green/red ratio, most hits filed as inhibitors; hit rate 0.05% among 340,000; AID 493014, 2011; active = well fitted inhibition curve with a large enough effect in the signal ratio, with a control signal flat, not every such curve was filed as active; inconclusive = small, poorly fitted or top-dose-only effect, or effect the other way, or a change in a side signal; the % refers to the signal ratio;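 also: potency is read from the fitted curve at half-maximal effect; plate controls were basal doxycycline-induced cells for no effect and cells given 10 µM MG132 for full effect; MG132 reads +100%, hits lower the ratio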
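Compounds up to 46 uM were incubated four hours with TMD8 cells whose green CBG68 luciferase is fused to IkappaBalpha; red CBR luminescence normalised the signal, and concentration-effect curves were fitted to fusion, red and ratio data.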
Integrin act MD: qHTS for Activators of Integrin-Mediated Alleviation for Muscular Dystrophy; alpha7betagal myoblasts, beta-gal FDG fluorescence, 48 h; Potency, µM (top dose mostly 38.3 µM), inactives show at the top dose activation, actives largely listed as activators; hit rate 0.064% among 350,000;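 also: potency is read from the fitted curve at half-maximal effect; 100% = response of the positive control SU9516; nearly all actives have a fitted effect of over 60% in size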
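Alpha7betagal+/- myoblasts (passage 13) were plated 16-24 hr, then exposed to compounds (1:260 dilution of DMSO stock) for 48 hours at 37C. After MPER lysis, β-galactosidase reporter activity was read as FDG fluorescence (ex 480/em 540) after 30 minutes.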
Tb PFK inh: qHTS Assay to Find Inhibitors of T. brucei phosphofructokinase. Potency, µM (titrated, usually from 57.5 µM), for the others: top-dose activity, negative = inhibition, actives largely listed as inhibitors. ATP-dependent 6-phosphofructokinase (Trypanosoma brucei brucei), O15648. hit rate 0.17% among 330,000. T. brucei PFK, ADP-Glo luminescence. AID 485367, 2010;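 also: potency is read from the fitted curve at half-maximal effect; 0% = uninhibited 1x PFK enzyme wells and -100% = no-enzyme wells; nearly all actives have a fitted effect of over 60% in size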
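Luminescent ADP detection (ADP-Glo, two-step: ATP depletion then ADP-to-ATP conversion for luciferase) reported PFK activity after 45 min room-temperature reaction of 1.25 nM enzyme with 0.5 mM F6P and 0.1 mM ATP at pH 8.0.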
PKM2 activator: qHTS Assay for Activators of Human Muscle isoform 2 Pyruvate Kinase | Pyruvate kinase PKM (Homo sapiens), P14618 | hit rate 0.34% among 260,000 | AID 1631, 2009 | Potency, µM (highest dose often 57.5 µM), for the others: top-dose activation, usual class: activators | purified PKM2, Kinase-Glo ATP luminescence, activation; response scale: 0% is enzyme alone, no compound; also: potency is read from the fitted curve at half-maximal effect; % is scaled to controls: 0 for no effect and ±100 for the full control effect; nearly all actives have a fitted effect of over 55% in size
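Purified hPK-M2 (>95%) run at intermediate activity with 0.1 mM ADP and 0.5 mM PEP in 50 mM imidazole pH 7.2, KCl, MgCl2; 1 h room temperature. ATP formed read by Kinase-Glo luminescence; normalized to uninhibited and no-enzyme controls.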
GALK inh: qHTS Assay for Inhibitors of Human Galactokinase (GALK); P51570; Purified GALK, Kinase-Glo residual ATP luminescence; Potency, µM (top dose mostly 57.5 µM), for inactives: at the top dose activity change, negative = inhibition, hits mostly inhibitors; hit rate 0.007% among 270,000; AID 1868, 2009; also: potency is read from the fitted curve at half-maximal effect; % is scaled to controls: 0 for no effect and ±100 for the full control effect
Target sequence (P51570 whole entry, looked up): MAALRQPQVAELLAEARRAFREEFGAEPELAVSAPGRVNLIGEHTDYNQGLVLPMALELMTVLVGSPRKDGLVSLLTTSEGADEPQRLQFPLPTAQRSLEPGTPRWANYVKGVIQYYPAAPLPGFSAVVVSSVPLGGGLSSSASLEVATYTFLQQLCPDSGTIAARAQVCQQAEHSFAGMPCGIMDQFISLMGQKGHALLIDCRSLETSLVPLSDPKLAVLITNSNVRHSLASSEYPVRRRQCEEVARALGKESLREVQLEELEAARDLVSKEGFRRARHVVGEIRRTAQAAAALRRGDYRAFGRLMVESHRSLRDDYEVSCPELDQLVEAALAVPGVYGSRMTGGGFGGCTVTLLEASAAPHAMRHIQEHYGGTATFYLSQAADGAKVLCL
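Human GALK (5 nM) with 35 uM ATP and 100 uM galactose in 20 mM HEPES pH 8.0, 5 mM MgCl2, 60 mM NaCl, 1 mM DTT, 0.01% BSA. After 1 h at room temperature, leftover ATP was read by Kinase-Glo Plus luminescence.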
PTAP TSG101 blk: qHTS Assay for Iinhibitors of HIV-1 Budding by Blocking the Interaction of PTAP/TSG101; Tumor susceptibility gene 101 protein (Homo sapiens), Q99816; Fluorescence polarization, FITC-PTAP peptide / Tsg101 binding; 340,000 tested, under 10 active; Potency, µM (titrated, usually from 115 µM), for inactives: top-dose activity change, negative = inhibition, usual class: inhibitors; active = well fitted inhibition curve with a large enough effect in the main read-out, with a control signal flat, not every such curve was filed as active; inconclusive = small, poorly fitted or top-dose-only effect, or effect the other way, or a change in a side signal; inactive = no such curve, though single readings can be large or run the other way; also: potency is read from the fitted curve at half-maximal effect; % of control where 0% means no effect
Target sequence (Q99816 whole entry, looked up): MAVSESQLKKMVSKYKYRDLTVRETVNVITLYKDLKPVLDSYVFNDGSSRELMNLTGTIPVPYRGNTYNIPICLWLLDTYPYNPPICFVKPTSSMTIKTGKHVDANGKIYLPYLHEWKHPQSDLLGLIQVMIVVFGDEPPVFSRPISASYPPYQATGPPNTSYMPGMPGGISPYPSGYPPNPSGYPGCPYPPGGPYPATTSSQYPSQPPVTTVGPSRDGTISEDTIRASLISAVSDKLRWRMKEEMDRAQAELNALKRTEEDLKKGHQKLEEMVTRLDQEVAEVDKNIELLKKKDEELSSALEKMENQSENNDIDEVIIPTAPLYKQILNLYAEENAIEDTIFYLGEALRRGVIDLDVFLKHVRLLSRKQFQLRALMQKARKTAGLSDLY
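Fluorescence anisotropy tracks displacement of a FITC-tagged PTAP peptide (50 nM) from the Tsg101 binding domain (10 uM), following a 20 min room-temperature incubation at pH 7.5.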
An asterisk follows results filed as active; u = inconclusive; x = no result given; & = joins results of further samples; [ ] = another dose, or the depositor's remark. Unless noted, calls follow the shape of the dose curve; as a rule, active = well fitted curve in the direction sought with a large enough effect; inconclusive = small, poorly fitted or top-dose-only effect, or another doubt; inactive = no such curve, though single readings can be large; an effect the other way counts as inactive or inconclusive. An excerpt; count on the stated rates, not on these rows.

SMILES | S-ASM inh | B2AR arrestin | Menin MLL FP TR | FBPA coupling cs | Giardia killer | BCR signal inh | Integrin act MD | Tb PFK inh | PKM2 activator | GALK inh | PTAP TSG101 blk
C[C@@H]1CCC(=O)N(CC[C@H](N=[N+]=[N-])c2ccccc2)CC1 | 7% | -0.7% | 0% | 0 | 11 | u | 2% | -4% | 1% | x | -2%
O=C(COc1ccc(Br)cc1)Nc1nc(-c2cccnc2)cs1 | 1% | 0.0% | x | -2 | 20 | u | -2% | 2% | -3% | -3% | 2%
COc1cc(C2NC(=O)NC(C)=C2C(=O)OC2CCCCC2)cc(Br)c1O (stereo unspecified) | -6% | 0.5% | 11%[11.7 µM] | 4 | 8 | 0% | 16% | 0% | 26% | 0% | -8%
O=C1c2ccccc2C(=O)c2c(NCc3cccnc3)cccc21 | 1% | -0.8% | u | -5 | -14 | u | 10% | -4% | -10% | x | 0%
CCOC(=O)N1CCN(C(=O)CSc2nc3ccccc3c(=O)n2-c2ccccc2)CC1 | 0% | 0.2% | u | 3 | -1 | u | -32% | -1% | -3% | 10% | -1%
O=C(COC(=O)c1ccc(F)cc1F)NCCC1=CCCCC1 | 5% | 0.1% | x | x | -25 | 4% | 22% | 0% | x | x | -3%
O=C(CN1CCCC1)Nc1cccc(Cl)c1 | 2% | 0.5% | 30% | 0 | 10 | 4% | 1% | u | x | -1% | -4%
O=C(CSc1nnc(NC(=O)c2ccco2)s1)Nc1cccc(F)c1 | -2% | -0.1% | x | x | -17 | 2% | -17% | 5% | 8% | -4% | x
CC(=O)N1c2ccc(S(=O)(=O)N3CCCC(C(=O)NC4CCCC(C)C4C)C3)cc2CC1C (stereo unspecified) | 0% | 0.4% | -19% | 4 | -18 | 3% | -35% | 0% | x | -2% | -9%
Cc1ccc(Nc2nc(NCCO)c3ccccc3n2)cc1C | -3% | 0.4% | -1% | 3 | 0 | 9% | -66%[inhibitor] | 1% | -36% | 3% | 0%
CCOC(=O)c1nnc(-c2cccs2)nc1NC(C)C | -1% | -0.1% | -14% | 6 | -17 | 19% | 0% | -2% | 0% | -1% | -9%
O=C(NCCc1c[nH]c2ccccc12)[C@@H]1C[C@H]1[C@@H](NP(=O)(c1ccccc1)c1ccccc1)c1ccccc1 | x | -0.5% | -3%&7% | -1&2 | x | u | x | -6% | -8%&1% | x | x
CCOC(=O)CNC(=O)CSc1ncnc2c1cnn2-c1ccc(C)cc1 | 6% | -0.1% | 1% | -1 | 5 | 8% | 20% | -5% | -7% | 8% | 0%
Cc1ccc(-c2nc(-c3ccccc3)no2)cc1 | 1% | 0.2% | 10% | 0 | -3 | u | 19% | 0% | -21% | 2% | -1%
Cc1ccc(CSCCNC(=O)CSCc2ccc([N+](=O)[O-])cc2)cc1 | -6% | 0.3% | -17% | 0 | -8 | u | 14% | -6% | 5% | 0% | -8%
CCN(CC(=O)Nc1ccccc1SC)Cc1nc2ccccc2c(=O)[nH]1 | 2% | u | x | -5 | -1 | u | 5% | 18% | 1% | 1% | -1%
c1ccc(-c2nnc(OCC3CCCO3)c3ccccc23)cc1 (stereo unspecified) | 5% | 0.0% | -28% | 2 | -27 | -8% | -18% | 0% | 2% | 10% | 0%
Cc1c(Cl)cccc1NC(=O)Cn1cc(C(F)(F)F)cc(Cl)c1=O | 0% | -0.2% | u | -5 | 5 | 6% | 1% | -3% | -7% | 4% | -3%
CCOC(=O)c1cn2nc(SCc3ccccc3)nc2nc1C | -3% | 4.4% | -18% | 2 | -17 | 5% | 1% | -2% | 8%[11.5 µM] | 2% | -2%
Cc1ccc(C(=O)N2CCN(C)CC2)cc1S(=O)(=O)N1CCCCCC1 | -2% | -0.1% | x | x | 20 | 0% | 10% | -2% | -4% | -1% | 0%
COc1ccc(Cl)cc1C(=O)NNC(=O)c1cccnc1 | -1% | -0.3% | 5% | 8 | 7 | u | 20% | 10% | -4% | 0% | -2%
Cc1noc(NS(=O)(=O)c2ccc(NC(=O)c3oc4ccc(F)cc4c3C)cc2)c1C | 14% | -1.0% | u | 11 | 7 | 5% | 0% | 6% | 2% | -11% | -1%
CN(CC(=O)Nc1c(Cl)cccc1Cl)C(=O)CCC1CCCC1 | -2% | -0.2% | x | x | 17 | 1% | 5% | 0% | 5% | -2% | 1%
Cc1cc(C(=O)N/N=C/c2ccccc2Br)no1 | -1% | 0.3% | -12% | 5 | -4 | u | 7% | -10% | -12% | -2% | -4%
CN(C)C(CNc1ncccn1)c1ccccc1 (stereo unspecified) | 1% | -0.9% | -3% | 1 | 11 | u | -1% | 0% | x | 6% | 1%
CC12CC3CC(C)(C1)CC(C(=O)N1CCCC1)(C3)C2 | 1% | 3.1% | u | 1 | -3 | 3% | 22% | 2% | -1% | -1% | -3%
COc1cc(C(=O)N2CCN(c3ccc([N+](=O)[O-])cc3)CC2)ccc1OCc1c(C)noc1C | -19% | 0.0% | -7% | 4 | -12 | -4% | 11% | 0% | 4% | -2% | 0%
CCn1nc(CC(=O)O)c2ccccc2c1=O | -3% | -0.1% | 0% | 1 | 14 | -9% | 15% | -3% | -9% | 5% | 0%
Cn1ccnc1SCC(=O)c1ccc(C#N)cc1 | 9% | -0.8% | -6% | 0 | -8 | -1% | -19% | -1% | 0% | 6% | -1%
CC(C)(C)n1nc2c(c1NC(=O)COc1ccc(Cl)cc1)CSC2 | 0% | -0.3% | -21% | -2 | 15 | u | -1% | 2% | -6% | -2% | -9%
Cc1cc2occ(CC(=O)NCc3cccs3)c2cc1C(C)C | -1% | -0.2% | 2% | 0 | -3 | 0% | 3% | -3% | 10% | 0% | -1%
O=C(O)c1cc(S(=O)(=O)NCC2COc3ccccc3O2)ccc1Cl (stereo unspecified) | 3% | -0.5% | x | x | -9 | 4% | 15% | 0% | x | x | 1%
CSc1sc2ccccc2[n+]1CCCS(=O)(=O)[O-] | 0% | -0.4% | -10% | 9 | 4 | -2% | -14% | 7% | 0% | 2% | -5%
CC(C)c1ccc(C(=O)CSc2n[nH]c(-c3ccncc3)n2)cc1 | -5% | 0.2% | u | 10 | 0 | -2% | -5% | -9% | 10% | 3% | -5%
Fc1ccccc1CSCc1nc2ccccc2[nH]1 | -2% | 0.0% | 15% | -1 | 4 | 0% | 17% | 1% | -4% | -1% | -2%
O=C(COC(=O)CNC(=O)c1cccc(OC(F)F)c1)NCc1ccc2c(c1)OCO2 | 1% | -0.2% | x | x | -8 | u | 0% | -1% | x | x | -7%
Cc1ccc(SCc2c(C(=O)N/N=C/c3ccncc3)nnn2-c2nonc2N)cc1 | -2% | 0.0% | u | 0 | -17 | 1% | u | 2% | x | 2% | -5%
CSc1nc(-c2ccccc2)nc(C(Cl)Cl)n1 | -4% | -0.1% | 3% | 0 | -6 | u | -71%[inhibitor] | 5% | -1% | x | 1%
COCCN1Cc2cccc(C(=O)Nc3ccc(S(=O)(=O)N4CCOCC4)cc3)c2C1=O | 1% | -0.1% | 10% | 2 | -12 | -4% | 45% | -7% | 2% | 4% | -4%
Cc1cccc(OCC(=O)Nc2cc(C)c(C)cc2O)c1 | 2% | 2.8% | -5% | 2 | 4 | 1% | 0% | -2% | -2% | 3% | -1%
CCOC(=O)C1CCN(C(=O)CCC2CCCC2)CC1 | 2% | -0.4% | -10% | 2 | -10 | 4% | -22% | 0% | 3%[11.5 µM] | 7% | -5%
O=C(CCn1nc(-c2ccc(Cl)cc2)ccc1=O)N1CCOCC1 | -1% | -0.2% | -17% | -1 | -10 | 20% | -10% | 0% | -2% | 4% | 1%
Cc1ccc(C(=O)CSc2nc(C)cc(C)c2C(N)=O)cc1 | 4% | -0.4% | -2% | 0 | 0 | 7% | 10% | 1% | -1% | 0% | 1%
Cc1ccc2[nH]cc(C(=O)CN3CCN(C)CC3)c2c1 | 0% | -4.7% | -13% | -2 | 2 | -9% | -14% | 2% | -3% | -1% | -2%

Screening data (PubChem BioAssay)
